# Screening results: PubChem BioAssay, several laboratories
# Y pestis TopoI – inhibitors of Yersinia pestis topoisomerase I; 360,000 tested, 0.064% active; activity, % at 10 µM; Y. pestis Topo-I cleavage product accumulation, plate reader; in the data active means activity above about 50%, passing the limit was not always enough; inconclusive means no clear call, values can overlap the other calls; further: inactives centre near 2
# BH1578 lux ind – quorum light induction in luxS cqsA deficient V. cholerae | V. cholerae BH1578 lux reporter, luminescence, 6 h | activation, % at 18.7 µM | 350,000 tested, 0.16% active; in the data active means activation mostly above about 9.7%, no sharp cut-off; inconclusive means no clear call, values can overlap the other calls; inactive means mostly below about 3.7%; further: not every result past the cut was called active; inactives centre near 0; reference of the scale not given here
# Rv3671c inh – Rv3671c (M. tuberculosis) protease inhibition | P9WHR9 | inhibition, % at 5.96 µM | AID 2606 | 320,000 tested, 0.048% active; in the data active means inhibition above about 38%;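 further: extracellular domain of Rv3671c used as enzyme; 0% = enzyme with DMSO and 100% = no enzyme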
# MazF activator – activators of E. coli MazEF toxin-antitoxin RNase. P0AE70. FAM/BHQ RNA-DNA oligo cleavage fluorescence, 5 h. activation, % at 20 µM. 350,000 tested, 0.32% active; in the data active means activation above about 50%
# Target sequence (P0AE70 whole entry, looked up): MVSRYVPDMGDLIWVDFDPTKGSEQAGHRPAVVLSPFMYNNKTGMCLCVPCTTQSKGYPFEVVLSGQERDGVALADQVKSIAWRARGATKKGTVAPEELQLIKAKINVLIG
# VHR inh abs – DUSP3 (human) phosphatase inhibition | inhibition, % at 13.3 µM | recombinant VHR phosphatase, pNPP absorbance | P51452 | 290,000 tested, 0.52% active; in the data active means inhibition above about 50%; further: some compounds called inactive have numbers as strong as hits
# Target sequence (P51452 whole entry, looked up): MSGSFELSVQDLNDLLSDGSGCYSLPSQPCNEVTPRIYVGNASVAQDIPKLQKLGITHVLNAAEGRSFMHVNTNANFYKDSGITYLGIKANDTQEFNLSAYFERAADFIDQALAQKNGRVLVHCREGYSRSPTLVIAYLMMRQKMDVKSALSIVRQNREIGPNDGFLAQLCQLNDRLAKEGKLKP
# TcdB inh – inhibitors of Clostridioides difficile toxin B glycohydrolase. P18177. TcdB glycohydrolase enzymatic assay, plate reader. inhibition, % at 9.99 µM. 350,000 tested, 0.24% active. AID 652162; in the data active means inhibition above about 10%
# PfHsp40 rescue – restores yeast growth despite PfHsp40 toxicity; S. cerevisiae expressing PfHsp40, growth rescue, ATP luminescence; growth rescue, % at 12.5 µM; 340,000 tested, 0.68% active; in the data active means growth rescue above about 28%, passing the limit was not always enough; inconclusive means no clear call, values can overlap the other calls;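 further: yeast W303a lacking pdr1 and pdr3 grown in galactose medium; growth measured after three days at 30 °C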
# SARS 3CLpro inh – SARS-CoV 3CLpro protease inhibition | inhibition, % at 6 µM | 290,000 tested, 0.14% active | recombinant SARS-CoV 3CLpro, quenched FRET peptide cleavage; in the data active means inhibition above about 12%
# Anthrax LF prot – anthrax lethal factor protease inhibition; P15917; multiplex microsphere protease cleavage assay, LF; inhibition, % at 10 µM; 360,000 tested, 0.12% active; AID 588501; in the data active means inhibition above about 30%; inconclusive means no clear call, values can overlap the other calls; further: plate controls were buffer without enzyme for full effect and enzyme alone for no effect
# Target sequence (P15917 whole entry, looked up): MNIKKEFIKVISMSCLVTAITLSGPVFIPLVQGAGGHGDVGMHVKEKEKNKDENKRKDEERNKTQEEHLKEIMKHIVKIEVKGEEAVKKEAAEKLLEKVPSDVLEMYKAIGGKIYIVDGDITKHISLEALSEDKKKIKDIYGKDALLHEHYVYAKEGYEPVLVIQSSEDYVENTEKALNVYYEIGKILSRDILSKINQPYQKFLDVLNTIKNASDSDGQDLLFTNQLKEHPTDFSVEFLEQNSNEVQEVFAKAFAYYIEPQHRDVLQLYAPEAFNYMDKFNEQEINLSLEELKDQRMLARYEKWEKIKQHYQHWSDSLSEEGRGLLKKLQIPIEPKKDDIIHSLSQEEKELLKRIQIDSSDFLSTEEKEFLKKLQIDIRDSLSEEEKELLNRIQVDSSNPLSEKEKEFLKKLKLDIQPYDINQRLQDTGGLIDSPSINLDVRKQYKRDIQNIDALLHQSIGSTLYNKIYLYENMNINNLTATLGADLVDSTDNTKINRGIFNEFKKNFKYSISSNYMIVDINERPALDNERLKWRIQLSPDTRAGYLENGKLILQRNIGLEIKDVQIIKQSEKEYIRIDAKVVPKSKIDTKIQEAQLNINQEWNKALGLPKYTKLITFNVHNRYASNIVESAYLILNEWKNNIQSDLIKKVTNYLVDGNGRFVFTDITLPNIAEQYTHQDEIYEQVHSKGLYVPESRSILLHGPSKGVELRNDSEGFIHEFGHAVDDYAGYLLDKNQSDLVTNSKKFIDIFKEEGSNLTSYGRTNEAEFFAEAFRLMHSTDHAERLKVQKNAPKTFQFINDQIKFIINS
# PriA SSB inh – blocks PriA binding to SSB C-terminal tail; AlphaScreen SSBct-PriA binding, biotinylated peptide; inhibition, % at 33 µM; 430,000 tested, 0.6% active; in the data active means inhibition mostly above about 37%, no sharp cut-off; inactive means mostly below about 20%;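 further: plate controls were negative control peptide for no effect and reference peptide for full effect; strong numbers were not always called active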
# Starred values were filed as active, the others as inactive; i = inactive; ? = inconclusive; . = not tested or not shown; & = joins results of further samples. A portion of the library; rates above refer to the full screens.
SMILES,Y pestis TopoI,BH1578 lux ind,Rv3671c inh,MazF activator,VHR inh abs,TcdB inh,PfHsp40 rescue,SARS 3CLpro inh,Anthrax LF prot,PriA SSB inh
C#Cc1ccc(C(=O)Nc2ccc(N3CCC(C)CC3)c(C(N)=O)c2)cc1,14.5,-0.9,-5.1,3.9,20.4,-0.9,-1.7,-7.3,2.6,-5.1
CCOc1ccc(S(=O)(=O)N2CCOCC2)cc1NC(=O)CSCC(=O)Nc1ccc(C)cc1,19.2,-7.7,-10.0,-1.4,14.5,1.4,-0.2,-3.8,-1.3,-15.7
CCn1c(SCC(=O)Nc2cc3oc4ccccc4c3cc2OC)nnc1-c1cccs1,8.7,1.5,-4.0,-13.1,-0.5,.,1.6,1.4,-3.5,-11.5
O=C(Nc1cccc2ccccc12)c1cccc([N+](=O)[O-])c1,0.9,3.4,-4.6,4.6,16.1,0.0,2.3,-3.0,3.3,-14.6
O=C(Cc1ccc(Cl)c(Cl)c1)Nc1ccc(SC(F)F)cc1,0.0,-0.4,-54.7,-3.9,2.9,0.2,0.1,-1.5,-2.3,-54.9
COc1ccc(Cc2nc3ccc(C(=O)N(C)CCn4ccnc4)cc3o2)cc1OC,1.7,-0.1,1.2,4.4,-47.1,-0.9,-0.1,-3.2,-1.9,-2.2
C/C(=N\NS(=O)(=O)c1ccc(C)c([N+](=O)[O-])c1)c1cc2ccccc2o1,5.6,i,2.2,-4.9,39.2,.,-0.7,-1.1,-4.2,.
O=C(Cn1cccc1C(=O)c1ccccc1)NCCC1=CCCCC1,21.2,i,-1.8,0.6,-4.3,1.9,1.2,1.7,2.8,-11.8
OCCN1CCN(C(=S)Nc2cccc(C(F)(F)F)c2)CC1,1.0&1.4,-1.0&-2.8,10.2,4.1&-18.7,-3.9,0.8&1.3,-1.6&-0.6,-0.9,-10.5&-6.9,-3.0
C[C@H](CO)N1C[C@H](C)[C@@H](CN(C)Cc2ccc(Cl)c(Cl)c2)OCCCC[C@H](C)Oc2ccc(NC(=O)CCC(F)(F)F)cc2C1=O,5.7,-0.5,.,-1.1,.,2.1&0.3,.,.,1.2,.
CN(C)S(=O)(=O)c1cc(NC(=O)COC(=O)Cc2cccc3ccccc23)ccc1Cl,16.0,i,-91.5,5.1,-8.2,-0.5,-1.0,2.1,-4.5,-9.5
CC1CC(C)CN(CCC(=O)Nc2cccc(Cl)c2)C1 (stereo not given),-5.2,i,5.1,4.1,26.3,.,0.7,-1.4,0.6,-2.6
CCOc1ccc(OCCC(=O)Nc2ccc(N3CCOCC3)cc2N2CCOCC2)cc1,23.6,i,.,4.4,.,-0.2,.,.,-3.8,.
CC1(C)C(=O)Nc2ccccc2N1C(=O)COC(=O)CSc1ccc(Cl)cc1,30.1,i,-4.0,1.4,.,0.3,1.5,.,-2.0,-2.0
O=S(=O)(Nc1ccccc1O)c1ccc(-c2ccccc2)cc1,2.7,i,-7.4,-0.7,27.6,3.1,-1.5,1.1,-8.6,10.7

# Some values from the entries so far:
# Reading of `CCn1c(SCC(=O)Nc2cc3oc4ccccc4c3cc2OC)nnc1-c1cccs1` under Anthrax LF prot: -3.5
# Reading of `O=C(Cc1ccc(Cl)c(Cl)c1)Nc1ccc(SC(F)F)cc1` under PfHsp40 rescue: 0.1
# Reading of `CC1CC(C)CN(CCC(=O)Nc2cccc(Cl)c2)C1` (stereo not given) under PriA SSB inh: -2.6
# Reading of `CCOc1ccc(OCCC(=O)Nc2ccc(N3CCOCC3)cc2N2CCOCC2)cc1` under TcdB inh: -0.2

# Next part.
SMILES,Y pestis TopoI,BH1578 lux ind,Rv3671c inh,MazF activator,VHR inh abs,TcdB inh,PfHsp40 rescue,SARS 3CLpro inh,Anthrax LF prot,PriA SSB inh
CC1CCCC(NC(=O)C2c3ccccc3C(=O)N2Cc2cccs2)C1C (stereo not given),12.5,-0.4,-6.2,0.1,-11.0,0.9,0.5,-2.2,-2.0,5.5
O=C(Nc1nncs1)C1CC(=O)N(CCc2ccc(F)cc2)C1 (stereo not given),4.5,-0.9,-7.5,-6.7,-2.3,5.5,0.1,-0.4,2.3,-6.5
Cc1ccc(-c2c3c(=O)n(C)c(=O)n(C)c3cn2N2CCOCC2)cc1,4.6,i,-5.3,5.2,-0.8,.,-0.2,-0.2,-3.7,11.0
CCCCOC(=O)/C=C/c1ccc(OC(=O)OC)c(OC(=O)OC)c1,-2.4,-0.3,-5.5,-4.6,-7.8,.,286.6*,5.9,-0.4,-12.7
CC(Oc1cccc(Cl)c1)C(=O)Nc1cc(Cl)ccc1N1CCOCC1 (stereo not given),11.7,-0.4,-0.8,-2.7,.,1.1,2.0,.,0.3,-31.5
CCC1(c2ccc(F)cc2)NC(=O)N(CC(=O)Nc2ccccc2C)C1=O (stereo not given),-2.2,-0.3,2.3,-0.5,18.5,1.8,-0.3,2.9,0.4,-1.0
Clc1ccc2c(c1)nc1n2CCCC1,-1.4,i,-8.1,3.3,11.2,0.1,0.1,-2.7,-8.2,8.4
COc1ccc(-c2ccc3nnc(SCC(=O)Nc4ccc(NC(C)=O)cc4)n3n2)cc1,6.4,-0.4,9.0,-11.5,.,-0.6,0.2,.,-1.2,4.5
Cc1cc(C)n(C(=O)/C(C#N)=N/Nc2cc(Cl)cc(Cl)c2)n1,9.6,-0.2,-1.6,1.7,9.3,.,1.7,-2.3,-9.3,.
Cc1ccc(OCC(=O)Nc2ccc(S(=O)(=O)Nc3onc(C)c3C)cc2)cc1,1.2,i,1.8,1.9,7.3,.,0.0,-2.6,3.6,-8.7
Cc1ccc(OCCCC(=O)Nc2ccc(S(=O)(=O)Nc3cc(C)nc(C)n3)cc2)cc1,3.6,-0.4,-3.7,5.1,-2.3,-2.0,-1.3,-5.4,-1.8,0.7
Cc1cccc(C)c1NC(=O)CNc1ccccc1,0.0,-0.2,2.9,2.4,2.0,.,0.2,-2.6,-19.6,-3.7
CN1CCC2(CC1)C(C#N)=C(N)NC(S)=C2C#N,-21.0&-9.0,i,-2.8&-4.7,4.3&-104.8,9.1&-4.3,-1.1&0.4,-0.9&0.6,-49.6&-34.5,-21.6&-8.7,2.8
CCCNC(=O)CCn1cc(-c2ccc(OC)cc2)nc1-c1ccncc1,-4.1,i,-2.4,-1.7,17.3,0.1,0.0,-1.1,5.3,-21.1
CCOc1ccc(-c2nnc(SCC(=O)O)n2Cc2ccccc2)cc1,-3.2,i,2.2,1.3,21.9,5.5,-1.2,-1.3,-13.3,-5.8
O=C(NNC(=O)C12CC3CC(CC(C3)C1)C2)c1csc(N2CCOCC2)n1,2.7,i,16.9,1.6,.,-3.0,-0.9,.,-2.8,-6.4
CCN(CC(=O)Nc1ccc(OC)cc1)C(=O)Cc1ccsc1,-2.8,i,-0.5,0.8,.,-0.1,-0.7,.,?,-3.6
O=C(O)CSCC(=O)N1CCc2c([nH]c3ccccc23)C1C(F)(F)F (stereo not given),-1.6,-0.5,-1.9,-6.7,10.4,1.7,-0.6,2.9,-5.9,-6.2
O=S(=O)(c1ccc(F)cc1)N1CCN(S(=O)(=O)c2cccs2)CC1,1.5,0.7,2.0,-2.2,2.3,0.9,0.6,0.1,1.1,0.3
CCOc1ccc(C(C)=O)cc1N1C(=O)C2C3C=CC(C3=C(C)C)C2C1=O (stereo not given),7.5,-0.3,-3.0,7.2,16.5,-0.7,-0.6,-2.2,2.4,-10.0
COc1cc(Cl)ccc1OCc1cc(C(=O)N(C)CCc2cnn(C)c2)no1,19.3,0.4,6.4,-3.1,-22.1,0.3,0.2,-1.4,-1.3,-5.5
CCN(C(=O)COC(=O)c1cc(C)n(-c2ccc(F)cc2)c1C)C1CCS(=O)(=O)C1 (stereo not given),16.3,5.3,.,-0.9,-21.8,.,-1.1,0.7,-3.3,5.7
Cc1ccc(C(N)=O)cc1S(=O)(=O)Nc1cccc(C)c1C,6.7,-0.8,10.2,-3.5,6.4,.,-1.1,-3.1,5.6,-8.6
Cc1c(Cl)cccc1NC(=O)CNC(=O)c1ccc(F)cc1,7.0,-0.4,-15.1,13.5,-15.0,1.0,-1.6,3.4,0.7,-6.3
COc1ccc(-n2c(CN3CCN(Cc4ccccc4)CC3)nc3ccc([N+](=O)[O-])cc3c2=O)c(OC)c1,3.9,i,5.1,5.7,-1.4,0.2,1.6,6.0,3.7,-2.4
COc1ccc(NC(=O)C2(C)Cc3c(-c4cccc(NC(C)=O)c4)ccnc3O2)cn1 (stereo not given),3.2,-0.3,.,.,.,0.3,.,.,-5.4,.
C#CCSc1nc(=O)c2cccnc2n1-c1ccc(C)cc1,0.5,i,-6.7,8.8,16.3,1.2,-0.1,1.4,0.0,-11.1
Cc1ccc(S(=O)(=O)N2[C@@H](c3ccc(Br)cc3)C(C(=O)O)=CC[C@H]2c2ccc(Cl)cc2)cc1,21.9,0.6,-10.4,-1.0,.,0.1,19.7,.,-3.1,-2.7
O=C1OCCC1Sc1nc(-c2ccccc2)cs1 (stereo not given),4.8,i,11.2,-6.2,-4.4,.,-0.5,-1.0,-4.8,-12.7
N#Cc1c(Nc2ccccc2)sc(C(=O)c2ccc(F)cc2)c1N,10.2,3.0,0.2,1.0,16.5,.,2.8,-1.1,0.9,7.0
O=S(=O)(c1ccc(OCC(O)CN2CCCCC2)cc1)N1CCOCC1 (stereo not given),-2.5,-0.3,1.2,-6.0,-2.4,.,0.0,-1.5,3.3,-2.4
C[C@@H]1CN([C@@H](C)CO)C(=O)c2cc(NS(C)(=O)=O)ccc2O[C@@H]1CN(C)S(=O)(=O)c1ccccc1,-12.2,-1.0,5.4,-7.9,.,2.3,1.4,.,0.6,-3.7
O=C(Cc1cccc2ccccc12)Nc1cc(C(=O)O)cc(C(=O)O)c1,-2.1,i,0.6,3.2,9.2,1.2,1.3,1.4,-0.6,-14.6
COc1ccc(N2CCN(S(=O)(=O)CCNC(=O)/C=C/c3ccccc3)CC2)cc1,3.3,-0.7,3.5,-1.7,.,3.6,-0.4,.,1.2,10.3
CC(C)Nc1nc(SC(C)C(=O)Nc2ccccc2)nc(N(C)C)n1 (stereo not given),15.4,2.9,-3.9,8.2,-14.4,1.8,-0.2,1.9,-1.9,-2.1
C=C(C)[C@H]1CC=C(C)/C(=N/NC(=O)CNc2ccccc2OC)C1,0.8,0.0,-0.6,3.9,14.4,-0.3,-0.1,2.4,-22.0,.
O=C(CC(c1ccccc1)c1cc(Cl)ccc1O)NCCCN1CCOCC1 (stereo not given),-5.4,-0.2,.,-6.2,1.0,0.0,0.1,0.6,-4.8,-7.8
O=C(Nc1ccc(S(=O)(=O)Nc2ccccc2)cc1)c1ccc(CN2CCOCC2)cc1,6.3,i,-3.7,9.8,25.2,4.0,-0.4,-3.4,-10.2,-1.6
CCCCN(C=O)c1c(CC)nc2ccc(C(=O)N3CCCCC3)cn12,-9.3,4.5,.,.,.,1.0,.,.,-2.3,.

# Whole records from above. Screens in order: Y pestis TopoI | BH1578 lux ind | Rv3671c inh | MazF activator | VHR inh abs | TcdB inh | PfHsp40 rescue | SARS 3CLpro inh | Anthrax LF prot | PriA SSB inh
# Listed for C[C@@H]1CN([C@@H](C)CO)C(=O)c2cc(NS(C)(=O)=O)ccc2O[C@@H]1CN(C)S(=O)(=O)c1ccccc1 = -12.2 | -1.0 | 5.4 | -7.9 | . | 2.3 | 1.4 | . | 0.6 | -3.7
# Listed for O=S(=O)(c1ccc(OCC(O)CN2CCCCC2)cc1)N1CCOCC1 (stereo not given) = -2.5 | -0.3 | 1.2 | -6.0 | -2.4 | . | 0.0 | -1.5 | 3.3 | -2.4
# Listed for O=C(Cc1cccc2ccccc12)Nc1cc(C(=O)O)cc(C(=O)O)c1 = -2.1 | i | 0.6 | 3.2 | 9.2 | 1.2 | 1.3 | 1.4 | -0.6 | -14.6
# Listed for O=C(Nc1ccc(S(=O)(=O)Nc2ccccc2)cc1)c1ccc(CN2CCOCC2)cc1 = 6.3 | i | -3.7 | 9.8 | 25.2 | 4.0 | -0.4 | -3.4 | -10.2 | -1.6
